Source: PubChem BioAssay
CHRM1 antagonist – human M1 muscarinic receptor antagonists, primary screen, CHO-K1 cells, Fluo-8 calcium fluorescence, 1536-well | CHO-K1 hM1, ACh EC80 antagonist | inhibition, % at 3 µM | 1.3% of 360,000 active;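 active = percent inhibition above its own plate's cutoff, namely the mean of that plate's compound wells plus 3 SD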;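 also: peak over basal fluorescence ratio during 140 s after agonist addition; 0% = ACh EC80 plus DMSO and 100% = DMSO alone without agonist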
Target sequence (P11229 whole entry, looked up): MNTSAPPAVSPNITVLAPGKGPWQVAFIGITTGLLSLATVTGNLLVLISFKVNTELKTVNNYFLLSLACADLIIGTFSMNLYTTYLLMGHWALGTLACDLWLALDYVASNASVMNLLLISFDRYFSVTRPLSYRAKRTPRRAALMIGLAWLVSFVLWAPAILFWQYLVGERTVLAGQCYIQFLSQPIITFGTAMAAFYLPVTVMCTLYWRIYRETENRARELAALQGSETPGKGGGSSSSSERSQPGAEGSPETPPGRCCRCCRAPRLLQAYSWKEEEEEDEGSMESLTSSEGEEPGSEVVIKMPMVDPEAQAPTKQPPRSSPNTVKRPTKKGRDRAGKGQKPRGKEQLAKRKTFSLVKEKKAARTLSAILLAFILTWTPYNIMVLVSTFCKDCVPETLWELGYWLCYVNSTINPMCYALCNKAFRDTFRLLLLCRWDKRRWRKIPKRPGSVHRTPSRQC
M1 PAM – human M1 muscarinic receptor positive allosteric modulators, primary screen, CHO-K1 cells, Fluo-8 calcium fluorescence, 1536-well | CHO-K1 hM1, ACh EC20; 0% = ACh EC20, 100% = maximal ACh | activation, % at 3 µM | 0.088% of 360,000 active | Muscarinic acetylcholine receptor M1 (Homo sapiens), P11229; in the data active = activation above about 19%, passing the limit was not always enough
TAAR1 agonist – human TAAR1 agonists, primary screen, Fluo-8 calcium fluorescence, CHO RD-HGA16 cells; activation, % at 3 µM; vehicle wells 0%, saturating PEA agonist 100%; Trace amine-associated receptor 1 (Homo sapiens), Q96RJ0; 0.99% of 360,000 active;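 active = activation above the mean activation of all test compounds in the run plus 3 SD, cut at about 38% in these data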
Target sequence (Q96RJ0 whole entry, looked up): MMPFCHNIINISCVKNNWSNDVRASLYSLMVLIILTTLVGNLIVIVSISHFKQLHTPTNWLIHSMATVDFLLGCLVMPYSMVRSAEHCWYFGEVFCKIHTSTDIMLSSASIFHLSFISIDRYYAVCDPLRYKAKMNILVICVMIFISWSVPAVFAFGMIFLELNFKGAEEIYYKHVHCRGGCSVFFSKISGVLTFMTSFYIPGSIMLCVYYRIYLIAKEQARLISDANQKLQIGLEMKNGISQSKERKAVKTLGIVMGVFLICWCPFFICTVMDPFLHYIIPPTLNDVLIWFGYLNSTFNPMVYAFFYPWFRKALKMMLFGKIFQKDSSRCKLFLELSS
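Signal – calcium-sensitive Fluo-8 signal, excitation 470-495, emission 515-575 nm · System – RD-HGA16 (CHO) cells co-expressing Gα16 and hTAAR1 · Incubation – 17-24 h seeding, 75 min 37 °C dye, 30 min RT · Compound dosing – 3 µM single concentration · Repeats – no replicates (n 1)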
CHO parental Ca – ATP-evoked calcium signal inhibitors, parental CHO, primary screen, counter-screen for OX1R antagonist project, cell-based, fluorescence, Fluo-8 calcium dye; parental CHO-K1, ATP-induced calcium, Fluo-8 fluorescence; inhibition, % at 5.6 µM; 0.63% of 330,000 active; AID 463079, 2010;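 active = inhibition above that plate's mean sample inhibition plus 3 SD, cut at about 26% in these data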;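 also: 0% = ATP-challenged DMSO wells and 100% = DMSO wells without ATP; some compounds past the cut are filed as inactive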
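Assay system – parental CHO cells · Reagent – ATP stimulus · Detection – intracellular calcium via Fluo-8 no-wash fluorescent dye · Evaluation – percent inhibition of ATP-evoked calcium rise, normalized to controls · Controls – ATP wells versus no-ATP DMSO wells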
CHRM1 agonist – human M1 muscarinic receptor agonists, primary screen, Fluo-8 calcium fluorescence, CHO-K1 cells, HTS; Muscarinic acetylcholine receptor M1 (Homo sapiens), P11229; CHO-K1 hM1, agonist mode; 0% DMSO, 100% acetylcholine EC100; activation, % at 3 µM; 0.33% of 360,000 active; AID 588814, 2011;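 active = activation above the run's mean compound activation plus 3 SD, cut at about 16% in these data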;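 also: peak over basal fluorescence ratio within a 140 s kinetic read after compound addition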
M1 ag parental – counter-screen for M1 agonists: effect in parental CHO-K1 cells | activation, % at 3 µM | Fluo-8 calcium fluorescence; scaled to maximal ATP response, vehicle zero | 0.48% of 360,000 active | AID 602248, 2012; in the data active = activation above about 15%;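 also: untransfected CHO-K1 host cells lacking M1 receptor as counterscreen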
CHO-K1 Ca antag – counter-screen for M1 antagonists: effect in parental CHO-K1 cells; ATP-induced calcium, Fluo-8 fluorescence; inhibition, % at 3 µM; 0.6% of 360,000 active;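 active = inhibition above a per-plate cutoff, the plate's mean sample inhibition plus 3 SD, cut at about 24% in these data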;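 also: 0% = DMSO plus EC80 ATP and 100% = DMSO alone without ATP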
M1 PAM parental – nonselective calcium activators in parental CHO-K1 cells, primary screen, counter-screen for M1 PAM project, cell-based, Fluo-8 calcium fluorescence, full deck, 1536-well; ATP EC20; 0% at ATP EC20, 100% at ATP max; activation, % at 3 µM; 0.02% of 360,000 active;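 active = activation above the run cutoff, the mean activation of all test compounds plus 3 SD, cut at about 40% in these data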;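 also: peak over basal fluorescence ratio in a 140 s read after ATP addition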
TAAR1 antag – human TAAR1 antagonists, primary screen, Fluo-8 calcium fluorescence, CHO RD-HGA16 cells; antagonist; inhibition, % at 3 µM; 1.5% of 360,000 active;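 active = inhibition above a per-plate cutoff, the mean inhibition of test compounds on that plate plus 3 SD, cut at about 49% in these data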;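 also: 0% = DMSO plus EC80 beta-PEA response and 100% = DMSO alone without agonist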
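Test system: CHO RD-HGA16 cells bearing hTAAR1 | Reagent: β-PEA, EC80 | Compound dosing: 3 µM, single point | Schedule: Dye loading 75 min at 37 °C, then 30 min room temperature | Signal: Calcium fluorescence with Fluo-8 | Evaluation: Percent inhibition of PEA-evoked calcium signal, max/basal emission ratio | Control set: DMSO-only wells and EC80 β-PEA-stimulated wells | Repeats: Singlicate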
* marks the source's active call; other numbers are inactive results; · = no result given. Random draw from the library, and some 4.4% of all compounds hit somewhere here.

SMILES	CHRM1 antagonist	M1 PAM	TAAR1 agonist	CHO parental Ca	CHRM1 agonist	M1 ag parental	CHO-K1 Ca antag	M1 PAM parental	TAAR1 antag
Nc1ccc(-c2nc3ncccc3o2)c(Cl)c1	-12	16	3	-4	-9	0.5	-10	27	7
CCOC(=O)CNC(=O)N1CCCC(Cc2ccccc2)(C(=O)OCC)C1 (stereo not given)	-23	13	2	-20	-2	0.8	-10	31	-14
Cc1ccc(C(=O)c2c3ccc(C(F)(F)F)cc3[n+]([O-])n2CCCC(N)=O)cc1	-5	6	1	-12	-2	-0.3	-10	0	2
O=C1OC(c2ccc3c(c2)OCO3)=N/C1=C\c1ccc(C(=O)O)cc1	-14	18	-1	2	0	0.6	-9	17	7
CNc1nc(N)c([N+](=O)[O-])c(NCc2ccccc2)n1	-3	10	10	-5	8	1.6	-7	11	8
Cn1c(=O)n(CCO)c(=O)c2c1nc(Br)n2Cc1ccccc1	-5	2	1	·	-6	0.8	-1	-9	-5
CCc1c(C)nc(N2CCN(c3ccccc3F)CC2)[nH]c1=O	-5	-2	3	-5	1	3.3	1	2	-4
CCc1ccccc1NC(=O)N1CCCC(CCC(=O)N(C)CCc2ccccn2)C1 (stereo not given)	-5	1	0	5	3	0.2	9	4	7
CSc1ccc(CN(C)C(=O)CCNS(=O)(=O)c2ccc(C)c(C)c2)cc1	-12	5	2	3	-4	2.6	-1	13	27
CC(C)Cc1ccc(CN2CCCC(NC(=O)CCCN3CCCC3=O)C2)cc1 (stereo not given)	3	-6	6	-24	-5	1.8	-7	13	-17
COc1ccc(C)cc1NC(=O)c1nnn(Cc2cccc(F)c2)c1N	-5	-3	-1	5	-2	-0.4	12	-12	-12
COc1ccc(Cc2c(-c3ccccc3)nc3cc(C)c(Br)c(C)n23)c(C)c1	-36	3	-1	·	0	-0.1	-5	-11	-14
CCOc1cc(N2CCOCC2)c(OCC)cc1NC(=O)Cc1cn2ccsc2n1	2	0	13	-14	-2	4.2	-4	14	32
Cc1ccc(C)c2[nH]c(=O)c(C(c3nnnn3Cc3ccco3)N3CCc4ccccc4C3)cc12 (stereo not given)	-1	9	52*	-16	-4	1.1	2	15	45
COc1ccc(-n2cnnc2SCC(=O)Nc2ccc(C(N)=O)cc2)cc1	-1	5	-2	6	-4	0.2	-2	3	7
Cn1c(=NC(=O)CSCC(=O)N2CCCCC2)sc2ccccc21	-17	11	6	-19	-5	0.7	-11	17	-2
CC1=C(C(=O)OC(C)C)C(c2ccc(C)o2)C(C(=O)OC(C)C)=C(C)N1	-5	3	-2	-33	-5	-0.8	-2	-5	-32
C=Cn1c(C(=O)O)cc(CC)c1-c1ccccc1	-13	14	11	-10	-1	0.1	-6	14	-5
Cc1ccc(C(=O)NCC(=O)NCC(=O)OCC(=O)c2ccc(Br)cc2)cc1	1	1	0	-11	-7	2.9	-7	6	7
Cc1cc(C)c(C)c(S(=O)(=O)Nc2ccc(C(=O)N3CCCC3)cc2)c1C	24	-8	1	-3	-2	0.6	15	-30	-11
COc1ccc(Cl)cc1-c1n[nH]c(=S)n1C	-21	-2	0	-1	-1	0.9	-12	17	-5
CCCC(=O)Nc1ccc(C(=O)NNC(=O)c2ccccc2Br)cc1	-8	9	6	-5	-2	0.1	-9	12	-5
COc1ccc(OCCC(=O)OCC(=O)NCCC2=CCCCC2)cc1	8	-1	-1	12	-4	1.6	-2	1	-22
O=CNc1ccccc1Oc1ccccc1	-12	6	4	14	0	-0.2	3	2	-8
O=C(Nc1cccc(OC(F)(F)F)c1)c1ccc(-c2cccnc2)c2ccoc12	-1	-2	8	·	-4	1.8	-14	11	16

Structures above that have a CF3 group:
SMILES	CHRM1 antagonist	M1 PAM	TAAR1 agonist	CHO parental Ca	CHRM1 agonist	M1 ag parental	CHO-K1 Ca antag	M1 PAM parental	TAAR1 antag
Cc1ccc(C(=O)c2c3ccc(C(F)(F)F)cc3[n+]([O-])n2CCCC(N)=O)cc1	-5	6	1	-12	-2	-0.3	-10	0	2
O=C(Nc1cccc(OC(F)(F)F)c1)c1ccc(-c2cccnc2)c2ccoc12	-1	-2	8	·	-4	1.8	-14	11	16

4 records picked at random from the list so far:
SMILES	CHRM1 antagonist	M1 PAM	TAAR1 agonist	CHO parental Ca	CHRM1 agonist	M1 ag parental	CHO-K1 Ca antag	M1 PAM parental	TAAR1 antag
COc1ccc(Cl)cc1-c1n[nH]c(=S)n1C	-21	-2	0	-1	-1	0.9	-12	17	-5
COc1ccc(C)cc1NC(=O)c1nnn(Cc2cccc(F)c2)c1N	-5	-3	-1	5	-2	-0.4	12	-12	-12
Nc1ccc(-c2nc3ncccc3o2)c(Cl)c1	-12	16	3	-4	-9	0.5	-10	27	7
Cc1ccc(C(=O)NCC(=O)NCC(=O)OCC(=O)c2ccc(Br)cc2)cc1	1	1	0	-11	-7	2.9	-7	6	7

Other structures.
SMILES	CHRM1 antagonist	M1 PAM	TAAR1 agonist	CHO parental Ca	CHRM1 agonist	M1 ag parental	CHO-K1 Ca antag	M1 PAM parental	TAAR1 antag
Cc1cc2[nH]c3ccccc3c2c(C)n1	-3	3	4	7	-12	-0.4	-2	8	13
COc1ccc(-n2nc(C(=O)NCC(=O)Nc3cc(OC)c(OC)c(OC)c3)c3ccccc3c2=O)cc1Cl	25	-10	15	-13	-1	6.3	-4	7	64*
COc1ccc(-c2csc(NC(=O)c3cccc(S(=O)(=O)N4CCN(C)CC4)c3)n2)cc1	-1	2	13	-8	-3	3.7	-4	20	27
COc1ccc(OC)c(NC(=O)c2ccc(-c3csc(C)n3)cc2)c1	-5	5	-1	-25	-7	1.5	-17	25	0
O=C(O)CCCC(=O)Nc1c(F)c(F)c(F)c(F)c1F	-12	7	-3	1	-1	0.3	-6	2	-8
Cc1oc(S(=O)(=O)N2CCCC2)cc1C(=O)Nc1ccc(F)cc1	12	-9	2	-19	-1	4.8	3	9	-17
O=C(Nc1ccccc1Cl)Nc1cccc2cccnc12	-6	10	6	-18	-4	0.2	11	16	-12
COC(=O)Cc1cc(=O)n2[nH]c(C)cc2n1	-20	1	13	-12	-1	-0.2	-3	12	-12
Clc1ccc2c(N/N=C/c3ccc(Br)cc3)ccnc2c1	4	-10	10	49*	-6	0.4	18	-12	12
CN(C)C(=O)COc1ccc(C(=O)/C=C/c2cccnc2)cc1	-6	7	0	-8	-2	2.1	-18	16	7
COc1ccc2[nH]cc(CCNC(=O)Nc3ccccc3)c2c1	-20	15	10	-2	0	1.4	-7	12	4
Cc1ccc(C)c(OCC(=O)NNC(=O)C2CC2)c1	-7	10	1	-7	0	0.7	-2	-6	-15
Clc1cccc(CSc2nnc(-c3ccccn3)n2Cc2ccco2)c1	3	2	7	-9	-3	0.5	-3	13	7
Cc1ccc(C(=O)COc2ccccc2C(=O)Nc2ccccc2)cc1	-4	1	11	-15	-2	0.6	-20	9	10
CC(OC(=O)CCc1nc2ccccc2[nH]c1=O)c1ccccc1 (stereo not given)	-6	11	-1	-24	-2	2.1	-2	16	-5
CS(=O)(=O)N(CC(=O)N1CCCC1)c1ccc(F)cc1	16	-7	2	·	-3	0.2	7	6	-29
COc1ccc(C(=O)NCC(=O)N2CCc3ccccc3C2)cc1	-9	10	6	-16	-1	0.3	-15	18	7
O=C(CSC1=NC(=O)C(c2ccccc2)C(=O)N1)Nc1ccccc1Cl (stereo not given)	-16	0	·	7	-1	0.2	-10	1	·
C[C@@H](O)CNC(=O)c1[nH]cnc1C(=O)Nc1ccc(CNC(=O)OC(C)(C)C)cc1	7	-10	8	·	-3	4.4	14	-3	49*
CCOc1ccc(NC(=O)C2CC(=O)N=C(N)S2)cc1 (stereo not given)	0	3	6	3	-4	0.6	-5	15	-15
CS(=O)(=O)c1ccc(C(=O)NCC(c2ccco2)N2CCCCC2)cc1 (stereo not given)	-11	7	4	-15	-7	0.7	-3	11	-17
CC1(C)CC(=O)C2=C(C1)OC(N)=C(C#N)C2Cc1ccccc1 (stereo not given)	-6	9	5	-8	-4	2.4	-22	27	-9
CC1(C)CC(=O)C2=C(C1)N(c1ccccc1)C(N)=C(C#N)C2c1ccccc1 (stereo not given)	-5	8	-1	-24	-1	0.1	-10	23	-12
O=C(CN1CCOCC1)NNc1c2ccccc2nc2ccccc12	-2	0	0	1	-2	0.6	-6	-3	11
CCCc1cc(N2CCCC(C(=O)Nc3c(OC)cccc3OC)C2)n2ncnc2n1 (stereo not given)	10	15	1	-14	14	0.1	-30	6	2
O=C(COC(=O)/C=C/c1ccccc1Cl)NC(=O)NCc1ccccc1	-7	11	14	-5	0	-0.2	-8	2	-2
CC(C)NC(=O)c1ccc2c(c1)N(CC(=O)NC1CCCCC1)C(=O)C(C)(C)O2	-15	11	0	·	-4	1.4	-12	10	13
COc1ccc(NC(=O)C(=O)N/N=C(\C)CC(=O)Nc2ccccn2)c(OC)c1	7	-1	-1	-26	-3	0.2	3	-14	-27
NC(=O)c1nsc(C(=O)N(c2cccc(F)c2)C(C(=O)NCC2CCCO2)c2c[nH]c3ccccc23)c1N (stereo not given)	-1	5	9	-3	-5	4.3	-13	10	19
COc1ccc(CCNC(=O)c2ccco2)cc1OC	-10	6	5	-9	-1	2.2	-16	14	16
